# TAAR1 ag = human TAAR1 agonism; Q96RJ0; CHO RD-HGA16 TAAR1, Fluo-8 calcium fluorescence; vehicle wells 0%, saturating PEA agonist 100%; activation, % at 3 µM; 360,000 tested, 0.99% active;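 active means activation above the mean activation of all test compounds in the run plus 3 SD, cut at about 38% in these data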
# Target sequence (Q96RJ0 whole entry, looked up): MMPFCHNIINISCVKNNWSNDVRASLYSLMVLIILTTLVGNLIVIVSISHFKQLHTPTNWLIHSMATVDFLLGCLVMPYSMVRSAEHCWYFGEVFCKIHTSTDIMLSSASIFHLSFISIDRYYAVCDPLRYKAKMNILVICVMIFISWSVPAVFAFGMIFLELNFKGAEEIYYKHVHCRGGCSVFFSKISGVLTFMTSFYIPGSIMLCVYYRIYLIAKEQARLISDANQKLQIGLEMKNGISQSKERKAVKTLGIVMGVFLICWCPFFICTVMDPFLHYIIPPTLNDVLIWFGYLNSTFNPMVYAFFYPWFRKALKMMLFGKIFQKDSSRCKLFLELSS
#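 Benchmarks: low control DMSO, high control PEA (EC100); System: CHO RD-HGA16 cells carrying human TAAR1 plus Gα16; Detection: Fluo-8 fluorescence, 5 s baseline then 140 s kinetic read; Schedule: 17-24 h plating, Fluo-8 75 min 37 °C, 30 min RT; Read-out basis: % activation from peak over basal fluorescence ratio, DMSO-to-PEA scaled.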
# CHRM1 agonist = human M1 muscarinic receptor agonism. AID 588814. CHO-K1 hM1, Fluo-8 calcium fluorescence, agonist mode; 0% DMSO, 100% acetylcholine EC100. P11229. 360,000 tested, 0.33% active. activation, % at 3 µM;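 active means activation above the run's mean compound activation plus 3 SD, cut at about 16% in these data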;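 further: peak over basal fluorescence ratio within a 140 s kinetic read after compound addition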
# CHO-K1 Ca PAM = counter-screen for M1 PAMs: effect in parental CHO-K1 cells; ATP EC20, Fluo-8 calcium fluorescence; 0% at ATP EC20, 100% at ATP max; 360,000 tested, 0.02% active; activation, % at 3 µM; AID 602247;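 active means activation above the run cutoff, the mean activation of all test compounds plus 3 SD, cut at about 40% in these data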;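 further: peak over basal fluorescence ratio in a 140 s read after ATP addition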
# TAAR1 antagonist = human TAAR1 antagonism | Q96RJ0 | inhibition, % at 3 µM | CHO RD-HGA16 TAAR1, Fluo-8 calcium fluorescence, antagonist | 360,000 tested, 1.5% active;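 active means inhibition above a per-plate cutoff, the mean inhibition of test compounds on that plate plus 3 SD, cut at about 49% in these data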;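 further: 0% = DMSO plus EC80 beta-PEA response and 100% = DMSO alone without agonist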
#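 System: CHO RD-HGA16 cells bearing hTAAR1. Reagent: EC80 β-phenethylamine stimulus. Schedule: seeding 17-24 h prior, 75-min 37 °C, 30-min RT dye loading. Signal: Fluo-8 intracellular calcium dye fluorescence, real-time kinetic reads. Read-out: % inhibition from peak post-agonist over basal fluorescence ratio. Benchmarks: vehicle wells and EC80 agonist wells. Replicates: n of 1.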
# CHO-K1 Ca antag = nonselective inhibitor or artifact in parental CHO-K1 cells; ATP-induced calcium, Fluo-8 fluorescence; inhibition, % at 3 µM; 360,000 tested, 0.6% active; AID 602250;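 active means inhibition above a per-plate cutoff, the plate's mean sample inhibition plus 3 SD, cut at about 24% in these data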;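 further: 0% = DMSO plus EC80 ATP and 100% = DMSO alone without ATP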
# OXTR potentiate = potentiates the human oxytocin receptor response; CHO-OTR cells, Fluo-8 calcium fluorescence, potentiator mode; 0% = oxytocin EC15, 100% = EC100; activation, % at 3 µM; P30559; 320,000 tested, 0.061% active; AID 2445;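 active means activation above that plate's cutoff, the mean activation of tested compounds plus 3 SD, cut at about 6.6% in these data, passing the limit was not always enough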;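 further: 100% uses oxytocin at 75 nM as the full agonist control; some results filed as inactive read as strong as hits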
# Target sequence (P30559 whole entry, looked up): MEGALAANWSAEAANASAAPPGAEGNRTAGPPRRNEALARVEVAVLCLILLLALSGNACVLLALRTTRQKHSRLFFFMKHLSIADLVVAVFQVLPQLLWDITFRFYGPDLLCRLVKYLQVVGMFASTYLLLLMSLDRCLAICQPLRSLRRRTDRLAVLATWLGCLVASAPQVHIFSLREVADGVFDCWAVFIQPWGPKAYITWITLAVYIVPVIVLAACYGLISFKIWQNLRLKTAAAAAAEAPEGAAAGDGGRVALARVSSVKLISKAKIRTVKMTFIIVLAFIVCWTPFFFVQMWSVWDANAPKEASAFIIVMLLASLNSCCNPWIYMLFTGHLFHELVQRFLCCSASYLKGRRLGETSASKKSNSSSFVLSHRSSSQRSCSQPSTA
#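 System: human OTR in CHO cells / Also added: sub-maximal oxytocin, roughly EC15 / Control set: EC15 oxytocin low, 75 nM oxytocin high / Schedule: 6 min compound pre-incubation at room temperature, 100 s kinetic read / Compound: single-point 3.0 µM / Replication: singlicate / Technique: Fluo-8 calcium dye fluorescence / Read-out basis: % activation of max/min ratio relative to oxytocin controls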
# CHRM1 antagonist = human CHRM1 antagonism | P11229 | inhibition, % at 3 µM | CHO-K1 hM1, Fluo-8 calcium fluorescence, ACh EC80 antagonist | AID 588852 | 360,000 tested, 1.3% active;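 active means percent inhibition above its own plate's cutoff, namely the mean of that plate's compound wells plus 3 SD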;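 further: peak over basal fluorescence ratio during 140 s after agonist addition; 0% = ACh EC80 plus DMSO and 100% = DMSO alone without agonist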
# M1 ag parental = counter-screen for M1 agonists: effect in parental CHO-K1 cells; Fluo-8 calcium fluorescence; scaled to maximal ATP response, vehicle zero; activation, % at 3 µM; 360,000 tested, 0.48% active; AID 602248; in the data active means activation above about 15%;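 further: untransfected CHO-K1 host cells lacking M1 receptor as counterscreen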
# CHO parental Ca = counter-screen: ATP calcium response change in parental CHO cells. 330,000 tested, 0.63% active. inhibition, % at 5.6 µM. parental CHO-K1, ATP-induced calcium, Fluo-8 fluorescence;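 active means inhibition above that plate's mean sample inhibition plus 3 SD, cut at about 26% in these data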;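 further: 0% = ATP-challenged DMSO wells and 100% = DMSO wells without ATP; some compounds past the cut are filed as inactive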
#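 Material: Parental CHO cells | Reagent: ATP | Compound dosing: Single nominal dose of 5.6 µM per compound | Detection: Intracellular calcium via Fluo-8 no-wash fluorescent dye | Read-out: % inhibition of ATP-induced calcium mobilization | Benchmarks: Low control ATP plus DMSO, high control DMSO only | Replicates: Singlicate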
# * marks the source's active call; other numbers are inactive results; . = not tested or not shown.
SMILES,TAAR1 ag,CHRM1 agonist,CHO-K1 Ca PAM,TAAR1 antagonist,CHO-K1 Ca antag,OXTR potentiate,CHRM1 antagonist,M1 ag parental,CHO parental Ca
CN(C(=O)c1cccc(NC(=O)Cc2ccc(NC(=O)C3CCCN(S(=O)(=O)c4cccc([N+](=O)[O-])c4)C3)cc2)c1)C1CCC1 (stereo not drawn),0,-1,-1,-14,-1,.,-9,2.0,.
CSc1ccccc1-n1nnnc1SCC(=O)Nc1cc(C)ccc1C,10,4,16,19,0,-8,6,2.3,-18
COc1cc2c(cc1OC)C(C1C(=O)CCCC1=O)N(C(=O)CCl)CC2 (stereo not drawn),-1,12,16,9,-18,-4,-7,0.1,11
CCOC(=O)Cc1csc(Nc2c(C)n(C)n(-c3ccccc3)c2=O)n1,7,-8,2,-18,-18,-5,-23,0.1,-3
Cc1ccc(NC(=O)/C(=C\c2ccco2)NC(=O)c2ccco2)cc1,0,0,2,-7,3,-14,-11,0.1,-20
Cc1ccc(-n2c(C)cc(C(=O)COC(=O)c3ccc[nH]c3=O)c2C)cc1C,2,-6,19,-13,-2,3,-2,-0.8,-10
Cc1onc(-c2ccccc2Cl)c1C(=O)NC(=S)Nc1ccc(C(C)C)cc1,1,-4,16,-59,-10,-6,10,5.1,-28
CC1(C(=O)NCCc2c[nH]c3ccccc23)C=CC2(CCCCC2)N1C(=O)c1ccccc1 (stereo not drawn),.,0,11,.,-12,-15,-1,4.6,-10
Cc1noc(C(=O)Nc2cccnc2)c1Cl,2,0,8,-9,1,-9,-5,0.5,1
Cc1nn(CC(=O)c2ccccc2)c(=O)c2nn(-c3ccccc3F)c(C)c12,1,-4,14,-4,-3,-1,-10,0.7,-2
CS(=O)(=O)N(Cc1ccccc1)c1ccc(C(=O)NCCSCc2ccco2)cc1,4,-1,12,7,3,-5,-8,1.7,3
O=C(Nc1ccc(C(=O)O)cc1)/C(=C\C=C\c1ccccc1)NC(=O)c1ccccc1Br,2,0,0,59*,2,-4,8,0.6,6
Cc1cc(C)n(C(=O)CNc2ccc(C)c(C)c2)n1,3,2,5,-12,20,-1,-37,0.1,-9
Cc1cc(=O)nc2c3ccccc3n(C(C)C(=O)NCCN3CCOCC3)n12 (stereo not drawn),1,-4,6,-11,-13,-4,-3,0.2,-13
O=C(CSc1n[nH]c(=O)n1C1CC1)Nc1ccc(F)c([N+](=O)[O-])c1,4,-4,20,-22,-12,.,4,1.6,.
COc1cc(C(=O)COC(=O)c2ccco2)cc(OC)c1OC,9,1,13,-6,-8,-4,-13,-0.2,-15
COc1ccc(NC(=O)CN2CCN(c3nc(-c4cccc(OC)c4)cs3)CC2)cc1,2,-2,-7,-1,6,-17,17,0.1,-26
O=C(OCC(=O)N1CCC(Cc2ccccc2)CC1)c1ccc(O)cc1,2,-2,7,-8,-6,.,4,2.4,.
Cc1ccc(Cl)cc1-c1cc(C(=O)NCc2ccc(C(F)(F)F)cc2)[nH]n1,35,12,-13,77*,18,.,8,5.3,.
O=C1CSc2ccc(S(=O)(=O)NCc3ccccc3Cl)cc2N1,0,-1,8,-4,-5,-1,-6,1.9,-11
O=C(NCc1cccc(C(F)(F)F)c1)c1cc(Cl)cc(Cl)c1,9,-6,-6,-6,5,-7,17,2.8,-22
CC1CCN(c2ccccc2NC(=O)c2ccc([N+](=O)[O-])o2)CC1,0,-1,2,-14,-3,-9,-15,1.8,1
CCS(=O)(=O)Nc1cccc(C2=NN(C(C)=O)C(c3cccs3)C2)c1 (stereo not drawn),14,-14,0,0,-1,-22,-5,0.9,-14
COCCn1c(SCC(=O)Nc2ccc(F)cc2)nc2c(c1=O)SCC2,2,-1,-16,-8,11,.,-20,-0.1,.
C[C@H](NC(=O)c1ncn2c1C(=O)N(C)CC2)C(=O)OC(C)(C)C,1,-2,-12,7,23,.,-3,-0.5,.
COc1cc(CCC(=O)NC2(C)CCS(=O)(=O)C2)cc(OC)c1OC (stereo not drawn),1,-3,17,-4,-15,-1,-5,0.9,11
COC(=O)c1c(NC(=O)CSc2nnnn2-c2ccccc2)sc2c1CCC(C(C)(C)C)C2 (stereo not drawn),2,-4,1,-14,-14,-3,-6,-0.5,-14
Cc1ccc(Cl)cc1NC(=S)N/N=C/c1cccc2ccccc12,6,0,-10,-15,-4,-7,1,-0.2,-27
O=C(NCC1CCCO1)c1cc2ccccc2nc1Cl (stereo not drawn),4,0,-10,-18,-7,-8,2,0.4,-5
Cc1noc(C)c1C(=O)N1CCC(C(=O)c2ccc(F)cc2F)CC1,8,-2,8,-30,3,-5,-18,1.2,2
COc1ccc(OC)c(CCNC(=O)CCC(=O)N2CCOc3ccc(C)cc32)c1,1,-5,12,4,-18,-1,-15,2.0,-7
Cc1cc(OCC(=O)N(C)C2CCCCC2)ccc1Cl,1,-13,17,-1,2,-6,-3,0.9,-19
O[C@@H](CNC[C@H](O)c1ccccc1)c1ccccc1,19,-2,-12,-24,2,-16,-13,-0.2,-2
Cn1c(=O)c(-c2ccccc2)nc2ccccc21,8,-5,4,1,3,-6,0,0.1,-9
CCN1CCN(c2ccc(N3CCN(S(=O)(=O)c4cccc([N+](=O)[O-])c4)CC3)nn2)CC1,2,-10,7,9,-4,.,34*,0.6,.
O=C(c1ccc(C(F)(F)F)cc1)C1CCCN(C(=O)CN2CCCC2=O)C1 (stereo not drawn),5,-5,0,2,7,-3,1,-0.1,-4

# Grouped by structure: the compounds so far containing a tert-butyl group.
SMILES,TAAR1 ag,CHRM1 agonist,CHO-K1 Ca PAM,TAAR1 antagonist,CHO-K1 Ca antag,OXTR potentiate,CHRM1 antagonist,M1 ag parental,CHO parental Ca
C[C@H](NC(=O)c1ncn2c1C(=O)N(C)CC2)C(=O)OC(C)(C)C,1,-2,-12,7,23,.,-3,-0.5,.
COC(=O)c1c(NC(=O)CSc2nnnn2-c2ccccc2)sc2c1CCC(C(C)(C)C)C2 (stereo not drawn),2,-4,1,-14,-14,-3,-6,-0.5,-14

# (more compounds)
SMILES,TAAR1 ag,CHRM1 agonist,CHO-K1 Ca PAM,TAAR1 antagonist,CHO-K1 Ca antag,OXTR potentiate,CHRM1 antagonist,M1 ag parental,CHO parental Ca
CC(=O)Nc1cc(-c2ccccc2N(C)C)cn2c(-c3cccc(C(F)(F)F)c3)cnc12,1,-3,20,6,-12,.,-25,1.3,.
C/C(=N\NC(=O)c1c(Cl)cnn1C)c1cccnc1,2,-2,14,-3,-15,.,-18,1.2,.
N=C(c1cccc([N+](=O)[O-])c1)N1CCCCC1,6,-10,10,-3,-3,4,-10,0.3,-2
Cc1ccc(C(=O)N2CCN(c3ccc(NC(=O)COc4ccccc4C)cc3)CC2)cc1,9,-2,-14,55*,5,-7,12,7.0,-3
COc1ccccc1CC(=O)N1CCCc2ccccc21,3,-4,13,1,-13,-2,-8,0.2,-2
COc1ccc(C)cc1-n1nnnc1SCC(=O)NC1CCS(=O)(=O)C1 (stereo not drawn),0,-3,16,0,-12,-1,-3,0.1,-10
CC(C)CC(N)c1csc(Nc2ccc(C(=O)N(C)Cc3ccccc3)cn2)n1 (stereo not drawn),13,-6,-16,2,20,.,-5,0.3,.
COc1ccc(OCC(=O)N(Cc2ccco2)C2CCS(=O)(=O)C2)cc1 (stereo not drawn),2,-2,18,-47,-9,-4,-14,0.9,2
O=C(NCC(=O)N(Cc1ccco1)C(C(=O)NC1CCCCC1)c1cccnc1)c1cccs1 (stereo not drawn),2,-3,1,-12,3,-9,-14,-0.4,-11
COc1cc(C)c(COc2ncnc3ccccc23)cc1OC,1,0,18,-5,-21,-4,-2,6.6,-24
O=C1CC(=O)N2CCSC2=N1,1,-1,4,-25,-7,.,-8,-0.1,.
O=C(COC(=O)c1c(Cl)cccc1Cl)NCc1cccs1,1,-4,6,18,-10,-6,-11,0.3,-16
Nc1ncnc2c1ncn2[C@@H]1O[C@H](C(=O)N[C@@H](CO)c2ccccc2)[C@@H](O)[C@H]1O,1,0,-4,4,4,.,-5,-0.2,.
COc1nc(Oc2ccc(/C=N/O)cc2)nc(N(C)C)n1,2,-4,20,-5,-10,-4,-1,0.5,0
CCN1CCN(C(=O)Cn2nc(C)n3c(cc4c(OC)cccc43)c2=O)CC1,0,-5,20,-4,-17,0,-2,0.9,-5
Cc1ccc(OCc2cc(C(=O)NCc3cn4ccccc4n3)no2)cc1C,7,0,-12,-3,-5,-9,-2,4.8,-24
N#Cc1ccc(CSc2ncnc3c2cnn3Cc2ccccc2)cc1,5,-3,-2,8,5,-15,-7,1.1,-8

# Structures listed so far with fluorine (8):
SMILES,TAAR1 ag,CHRM1 agonist,CHO-K1 Ca PAM,TAAR1 antagonist,CHO-K1 Ca antag,OXTR potentiate,CHRM1 antagonist,M1 ag parental,CHO parental Ca
Cc1nn(CC(=O)c2ccccc2)c(=O)c2nn(-c3ccccc3F)c(C)c12,1,-4,14,-4,-3,-1,-10,0.7,-2
O=C(CSc1n[nH]c(=O)n1C1CC1)Nc1ccc(F)c([N+](=O)[O-])c1,4,-4,20,-22,-12,.,4,1.6,.
Cc1ccc(Cl)cc1-c1cc(C(=O)NCc2ccc(C(F)(F)F)cc2)[nH]n1,35,12,-13,77*,18,.,8,5.3,.
O=C(NCc1cccc(C(F)(F)F)c1)c1cc(Cl)cc(Cl)c1,9,-6,-6,-6,5,-7,17,2.8,-22
COCCn1c(SCC(=O)Nc2ccc(F)cc2)nc2c(c1=O)SCC2,2,-1,-16,-8,11,.,-20,-0.1,.
Cc1noc(C)c1C(=O)N1CCC(C(=O)c2ccc(F)cc2F)CC1,8,-2,8,-30,3,-5,-18,1.2,2
O=C(c1ccc(C(F)(F)F)cc1)C1CCCN(C(=O)CN2CCCC2=O)C1 (stereo not drawn),5,-5,0,2,7,-3,1,-0.1,-4
CC(=O)Nc1cc(-c2ccccc2N(C)C)cn2c(-c3cccc(C(F)(F)F)c3)cnc12,1,-3,20,6,-12,.,-25,1.3,.

# High-throughput results: PubChem BioAssay, The Scripps Research Institute Molecular Screening Center
